Screening results (PubChem BioAssay)
EBI2 block: EBI2 receptor antagonists, beta-arrestin recruitment, primary screen, cell-based, luminescence, 7a,25-OHC stimulation, uHTS; inhibition, % at 5 µM; G-protein coupled receptor 183 (Homo sapiens), P32249; 7a,25-OHC stimulated; 0.81% of 360,000 active; AID 651636, 2012; in the data active means inhibition above about 38%;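 further: enzyme fragment complementation signal reports receptor beta-arrestin coupling in cells; 0% = agonist plus DMSO wells and 100% = wells without agonist; some results beyond the cut were filed as inactive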
CCR6 antag: CCR6 receptor antagonists, primary screen, cell-based, CHO-K1, luminescence, beta-arrestin, uHTS; CHO-K1 CCR6 PathHunter beta-arrestin, CCL20-stimulated; inhibition, % at 20 µM; 0.49% of 340,000 active;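 active means compounds whose inhibition of the agonist-driven luminescence signal at 20 µM reaches about 50%, limit read from the data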;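 further: cells stimulated with CCL20 at 14 nM final; plate controls were DMSO with CCL20 for no effect and DMSO without agonist for full effect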
APJ antag: antagonists of human apelin receptor APJ, primary screen, CHO-K1 cells, beta-arrestin complementation, luminescence. inhibition, % at 20 µM. 0.32% of 330,000 active. AID 2521, 2010;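 active means inhibition above about 40% at 20 µM, limit read from the data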;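 further: cells challenged with 10 nM apelin-13 agonist together with compound; plate controls were apelin-13 plus DMSO wells for no effect and DMSO wells lacking apelin-13 for full effect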
Target sequence (P35414 whole entry, looked up): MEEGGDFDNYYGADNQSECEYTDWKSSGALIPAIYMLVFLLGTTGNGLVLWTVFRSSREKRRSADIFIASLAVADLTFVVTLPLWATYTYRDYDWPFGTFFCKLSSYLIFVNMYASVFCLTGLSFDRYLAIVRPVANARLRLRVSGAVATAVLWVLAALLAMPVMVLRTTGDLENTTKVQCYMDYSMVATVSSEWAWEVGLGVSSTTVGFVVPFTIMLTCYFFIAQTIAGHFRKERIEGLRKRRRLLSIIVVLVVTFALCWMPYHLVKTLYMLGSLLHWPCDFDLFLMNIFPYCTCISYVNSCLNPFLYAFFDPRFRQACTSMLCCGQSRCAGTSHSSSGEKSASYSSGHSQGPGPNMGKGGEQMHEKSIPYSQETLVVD
UBC13 polyUb: UBC13 polyubiquitin chain formation inhibitors, primary screen, biochemical, TR-FRET, uHTS; Ubiquitin-conjugating enzyme E2 N (Homo sapiens), P61088; inhibition, % at 20 µM; 0.47% of 330,000 active; AID 485273, 2010; in the data active means inhibition above about 45%, passing the limit was not always enough
APJ agonist: agonists of human apelin receptor APJ, primary screen, CHO-K1 cells, PathHunter beta-arrestin, luminescence | P35414 | 0% DMSO wells, 100% apelin | activation, % at 20 µM | 0.11% of 330,000 active | AID 2520, 2010;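 active means activation more than six SD over the plate average, tested at 20 µM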;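 further: 0% = DMSO alone and 100% = apelin-13 at 10 nM; some results filed as inactive read as strong as hits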
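Assay system: CHO-K1 APJ beta-arrestin complementation cell line / Compound: single test compound dose, 20 µM final, 1% DMSO / Times: overnight seeding, 90 min compound at 25 °C, 1 h detection / Technique: beta-gal luminescence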
ATG4B inhibitor: ATG4B protease inhibitors, primary screen, biochemical, fluorescence, uHTS. Cysteine protease ATG4B (Homo sapiens), Q9Y4P1. inhibition, % at 8.33 µM. ATG4B cleavage of LC3-PLA2, NBD-HPC fluorescence, 1 h. 0.51% of 340,000 active; in the data active means inhibition above about 40%
Target sequence (Q9Y4P1 whole entry, looked up): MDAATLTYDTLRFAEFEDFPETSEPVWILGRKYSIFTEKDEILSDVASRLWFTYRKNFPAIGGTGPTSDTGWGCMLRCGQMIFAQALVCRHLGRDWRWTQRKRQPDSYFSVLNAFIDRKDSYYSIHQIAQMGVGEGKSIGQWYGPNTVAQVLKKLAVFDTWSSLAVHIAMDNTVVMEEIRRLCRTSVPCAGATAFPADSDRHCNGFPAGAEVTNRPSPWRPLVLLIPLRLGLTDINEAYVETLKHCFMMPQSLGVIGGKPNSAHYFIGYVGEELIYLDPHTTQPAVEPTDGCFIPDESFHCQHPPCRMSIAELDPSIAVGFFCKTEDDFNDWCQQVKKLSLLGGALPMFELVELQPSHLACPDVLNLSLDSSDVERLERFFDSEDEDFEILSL
CXCR6 block: CXCR6 receptor inhibitors, primary screen, cell-based, beta-arrestin, luminescence, CHO-K1 PathHunter, 1536-well; C-X-C chemokine receptor type 6 (Homo sapiens), O00574; inhibition, % at 20 µM; 0.36% of 360,000 active; AID 602244, 2012; in the data active means inhibition above about 34%, passing the limit was not always enough;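 further: antagonist mode with CXCL16 agonist at 10 nM final; 0% = 10 nM CXCL16 with DMSO and 100% = unstimulated wells without agonist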
Target sequence (O00574 whole entry, looked up): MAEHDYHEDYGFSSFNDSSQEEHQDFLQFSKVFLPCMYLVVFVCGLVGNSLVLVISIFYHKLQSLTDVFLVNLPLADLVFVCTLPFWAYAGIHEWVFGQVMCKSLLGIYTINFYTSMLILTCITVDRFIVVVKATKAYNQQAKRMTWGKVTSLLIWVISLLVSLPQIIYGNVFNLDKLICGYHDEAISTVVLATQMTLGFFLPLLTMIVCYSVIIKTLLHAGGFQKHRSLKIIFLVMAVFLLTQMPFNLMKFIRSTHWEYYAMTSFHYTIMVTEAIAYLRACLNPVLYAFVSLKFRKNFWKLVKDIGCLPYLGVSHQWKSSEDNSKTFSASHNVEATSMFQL
Gli-Sufu block: Gli-Sufu pathway antagonists, primary screen, luciferase luminescence, Sufu-KO-LIGHT cells, uHTS; Sufu-KO-LIGHT fibroblasts, Gli luciferase reporter luminescence; inhibition, % at 5 µM; 0.74% of 340,000 active; AID 588413, 2011;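 active means inhibition above about 55%, limit read from the data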;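 further: 0% = DMSO-treated cells and 100% = wells with medium but no cells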
An asterisk follows results filed as active; . = not tested or not shown.

1	O=C(Nc1cccc(C(=O)NC2CC2)c1)c1ccc(F)c(S(=O)(=O)N2CCOCC2)c1
2	CCOC(=O)C1(Cc2ccc(Cl)cc2)CCN(CCCn2cccn2)CC1
3	CCOC(=O)c1cnc2ccc(OCC)cc2c1NCc1ccccc1
4	COC(=O)C1=C(C)N(c2ccccc2)C(=S)NC1c1ccccc1C(F)(F)F (centres undefined)
5	Cc1ccc(Cl)cc1-n1ncc2c(NNC(=O)c3ccco3)ncnc21
6	CC(C)c1nc(SCC(=O)c2ccc(F)cc2)c2ccccc2n1

Screen / compound no.,1,2,3,4,5,6
EBI2 block,7,6,33,-9,2,7
CCR6 antag,11,6,20,6,-1,7
APJ antag,21,6,3,6,-13,-11
UBC13 polyUb,3,-4,-6,9,-5,14
APJ agonist,-1,-3,-1,-4,-1,-1
ATG4B inhibitor,0,-4,-9,-8,6,9
CXCR6 block,0,4,-6,5,-3,-2
Gli-Sufu block,-3,25,25,7,4,-11

7	CC(=O)n1cc([C@H]2C=C(C(=O)O)O[C@@H](OCCCCO)C2)c2ccccc21
8	COc1ccc(OC)c(C(c2nnnn2C2CCCC2)N2CCc3ccccc3C2)c1 (centres undefined)
9	CCc1cc2c(=O)nc3n(c2s1)Cc1ccccc1/C3=C(/O)c1ccc(F)cc1
10	COCCCC1CCN(C(=O)C2CCC(=O)N(C3CCCCCC3)C2)CC1 (centres undefined)
11	COC(=O)C1=C(C)N(Cc2ccccc2)C(=O)N[C@H]1c1cccc(C(F)(F)F)c1
12	Cc1ccc(NNC(=O)c2snnc2C)cc1Cl

Screen / compound no.,7,8,9,10,11,12
EBI2 block,2,15,11,5,3,-7
CCR6 antag,10,8,.,8,-11,4
APJ antag,-17,-4,-5,3,-57,38
UBC13 polyUb,18,2,-25,2,5,1
APJ agonist,-1,0,0,-3,0,-4
ATG4B inhibitor,5,-7,.,-2,-7,0
CXCR6 block,-8,12,6,2,8,6
Gli-Sufu block,-3,5,.,7,-4,-2

13	Cc1nc(SCC(=O)c2ccc(F)c(F)c2)[nH]c(=O)c1Oc1ccc(F)cc1
14	COc1ccc(-n2c(=O)c3c4c(sc3n(CC(=O)NCc3ccco3)c2=O)CCC4)c(OC)c1
15	CS(=O)(=O)c1nc(S(=O)(=O)c2ccc(Cl)cc2)c(N2CCC(C(N)=O)CC2)s1
16	Cc1csc(N2CCCC2c2nc3cc(Cl)c(N4CCCCC4)cc3n2CCOCCO)n1 (centres undefined)
17	COC(=O)c1cc(S(=O)(=O)Nc2nn(C)c3ccccc23)oc1C
18	O=c1[nH]c(CSc2cccc[n+]2[O-])nc2ccccc12

Screen / compound no.,13,14,15,16,17,18
EBI2 block,-16,-18,-2,-9,-12,-3
CCR6 antag,1,0,8,14,1,-3
APJ antag,9,-12,-16,23,3,3
UBC13 polyUb,-6,-12,-4,6,4,-6
APJ agonist,-4,-3,-3,0,-2,-3
ATG4B inhibitor,-1,-12,9,-2,-11,5
CXCR6 block,2,-1,11,6,-4,-5
Gli-Sufu block,9,0,14,9,-1,5

19	COc1ccc(-c2csc(N3CCN(c4cc5c(cc4Cl)nc(-c4ccncc4)n5CCOCCO)CC3)n2)cc1
20	COc1ccc(-c2cc(-c3cccs3)c(C#N)c(SCC(=O)NCc3ccco3)n2)cc1
21	O=C(c1ccc(CS(=O)Cc2ccccc2Cl)o1)N1CCN(c2ccccn2)CC1 (centres undefined)
22	C=CCc1cc(Cl)ccc1OCCN1CC(C)OC(C)C1 (centres undefined)
23	c1cncc(N=c2scc(-c3cccc4ccccc34)n2CCCn2ccnc2)c1
24	CC(C)OC(=O)C(C#N)c1nc2ccccc2nc1N1CCN(Cc2ccccc2)CC1 (centres undefined)

Screen / compound no.,19,20,21,22,23,24
EBI2 block,11,7,-4,-14,14,43
CCR6 antag,5,11,13,7,24,35
APJ antag,-13,3,5,-3,-3,20
UBC13 polyUb,-15,5,0,4,4,-3
APJ agonist,5,-3,-1,3,-1,-10
ATG4B inhibitor,1,-3,1,-1,-1,8
CXCR6 block,4,10,-6,6,30,24
Gli-Sufu block,30,7,6,-6,23,6

25	NC(=O)c1ccc(NC(=O)CSc2nc3ccccc3c(=O)n2CCCN2CCOCC2)cc1
26	COCCn1cnnc1SCC(=O)Nc1sc2c(c1C#N)CCC2
27	CC1CN(Cc2nc3c(c(=O)n(C)c(=O)n3C)n2CCCc2ccccc2)CC(C)O1 (centres undefined)
28	CCn1nc(NC(=O)C2CCCO2)c2cc3cc(C)ccc3nc21 (centres undefined)
29	Cc1c(CC(=O)N[C@@H](C)C(=O)O)c(=O)oc2cc3oc4c(c3cc12)CCCC4
30	O=C(OCC(=O)N1c2ccccc2Sc2ccccc21)c1ccc[n+]([O-])c1

Screen / compound no.,25,26,27,28,29,30
EBI2 block,4,-7,1,-4,-1,1
CCR6 antag,16,-3,5,-3,8,1
APJ antag,-7,1,5,8,5,15
UBC13 polyUb,2,-10,17,7,2,-13
APJ agonist,-3,-3,3,-5,-2,-4
ATG4B inhibitor,5,-7,-1,-4,7,3
CXCR6 block,4,5,2,-7,1,2
Gli-Sufu block,.,4,8,-8,5,-4

Continued; it opens with the 4 that closed the last part.
27	CC1CN(Cc2nc3c(c(=O)n(C)c(=O)n3C)n2CCCc2ccccc2)CC(C)O1 (centres undefined)
28	CCn1nc(NC(=O)C2CCCO2)c2cc3cc(C)ccc3nc21 (centres undefined)
29	Cc1c(CC(=O)N[C@@H](C)C(=O)O)c(=O)oc2cc3oc4c(c3cc12)CCCC4
30	O=C(OCC(=O)N1c2ccccc2Sc2ccccc21)c1ccc[n+]([O-])c1
31	COc1ccc(CNC(=O)CNS(=O)(=O)c2cccs2)cc1
32	CCOC(=O)c1c(-c2ccc(-c3ccccc3)cc2)csc1NC(=O)c1cccc(N2C(=O)CCC2=O)c1
33	Cc1ccc(S(=O)(=O)N2CCOCC2)cc1C(=O)N1CCC(Cc2ccccc2)CC1
34	CCS(=O)(=O)N1CCCC(C(=O)NC2CCCCC2)C1 (centres undefined)
35	O=C(C#Cc1ccccc1)Nc1ccccc1F
36	CC(=O)NCCC(=O)Nc1cc(S(=O)(=O)N2CCOCC2)ccc1Oc1ccccc1

Screen / compound no.,27,28,29,30,31,32,33,34,35,36
EBI2 block,1,-4,-1,1,-7,21,4,3,-8,-3
CCR6 antag,5,-3,8,1,7,4,13,16,8,3
APJ antag,5,8,5,15,21,3,13,27,-25,-1
UBC13 polyUb,17,7,2,-13,6,36,-1,6,2,3
APJ agonist,3,-5,-2,-4,-2,-4,1,-3,-4,3
ATG4B inhibitor,-1,-4,7,3,6,6,-10,1,-6,4
CXCR6 block,2,-7,1,2,2,3,3,5,-7,-8
Gli-Sufu block,8,-8,5,-4,4,0,-4,6,-46,1

Fetched one by one from the entries so far (2):
26	COCCn1cnnc1SCC(=O)Nc1sc2c(c1C#N)CCC2
10	COCCCC1CCN(C(=O)C2CCC(=O)N(C3CCCCCC3)C2)CC1 (centres undefined)

Screen / compound no.,26,10
EBI2 block,-7,5
CCR6 antag,-3,8
APJ antag,1,3
UBC13 polyUb,-10,2
APJ agonist,-3,-3
ATG4B inhibitor,-7,-2
CXCR6 block,5,2
Gli-Sufu block,4,7

Remaining list, next part.
37	Cc1ccc(C2/C(=C(/O)c3cnn(-c4ccccc4)c3C)C(=O)C(=O)N2CCN2CCOCC2)o1 (centres undefined)
38	Cc1cccc(COc2ccc(/C(O)=C3\C(=O)C(=O)N(CCN(C)C)C3c3ccncc3)cc2)c1 (centres undefined)
39	CCC/C=N/NC(=O)C1COc2ccccc2O1 (centres undefined)
40	COc1ccc(C)cc1NC(=O)C1COc2ccccc2O1 (centres undefined)
41	O=C(COc1ccccc1O)Nc1ccc(Cl)cc1
42	Cc1ccc(NC(=O)Nc2cccs2)c(Cl)c1

Screen / compound no.,37,38,39,40,41,42
EBI2 block,-2,-19,0,-5,1,-2
CCR6 antag,-14,5,-4,18,-17,-8
APJ antag,-21,23,-1,5,-8,5
UBC13 polyUb,-3,3,-5,-7,5,-6
APJ agonist,0,2,0,-5,-3,-1
ATG4B inhibitor,-1,-3,1,-7,-4,-7
CXCR6 block,8,-2,-8,-4,-8,2
Gli-Sufu block,-17,-7,-3,-21,9,-83

43	CCOC(=O)c1nnn2c1nc(N1CCN(C)CC1)c1ccccc12
44	CCOc1ccc(N2CC(=O)SC2=S)cc1
45	COc1ccc(-c2cc(C#N)nc(N3CCNCC3)n2)cc1
46	COc1ccc(NC(=O)CSc2n[nH]c(=O)n2C2CC2)cc1Cl
47	COc1ccc(C)cc1S(=O)(=O)Nc1cc2c3c(c1)CCC(=O)N3CCC2
48	CN(CC(=O)Nc1ccccc1Br)C(=O)CNC(=O)c1ccco1

Screen / compound no.,43,44,45,46,47,48
EBI2 block,-16,12,-2,-17,0,3
CCR6 antag,5,19,17,8,1,-6
APJ antag,5,11,-7,22,17,10
UBC13 polyUb,7,3,98*,1,1,2
APJ agonist,-4,1,-2,-1,-4,-2
ATG4B inhibitor,-3,-4,-5,7,-7,-5
CXCR6 block,4,3,6,4,-3,-4
Gli-Sufu block,6,-2,2,-7,11,-5

49	Cc1ccc(CSCCNC(=O)CN2C(=O)c3ccccc3S2(=O)=O)cc1
50	CN(C)CCCN(C(=O)c1ccc(N2C(=O)CCC2=O)cc1)c1nc2c(F)cccc2s1
51	CCCN1C(=O)N(C)C(N(O)C(=O)NC)C1(C)C (centres undefined)
52	O=C(/C=C/c1ccccc1Cl)N1CCCN(C(=O)/C=C/c2ccccc2Cl)CC1
53	O=C(COC(=O)C1CC2C=CC1C2)NCCc1ccccc1 (centres undefined)
54	COC(=O)c1ccc(COC(=O)C2CCN(S(=O)(=O)c3c(Cl)cccc3Cl)CC2)o1

Screen / compound no.,49,50,51,52,53,54
EBI2 block,-6,-13,-19,18,3,13
CCR6 antag,10,0,-1,14,7,12
APJ antag,19,-16,-24,7,-1,7
UBC13 polyUb,5,-9,-6,5,-9,1
APJ agonist,1,-3,-5,-4,-5,-7
ATG4B inhibitor,-10,4,-3,-4,-3,-3
CXCR6 block,0,2,6,7,-3,-3
Gli-Sufu block,2,-6,-2,0,1,-3

55	CC(=O)NS(=O)(=O)c1ccc2sc(C)nc2c1
56	O=C(OCC(=O)N1CCCC1)c1ccc(OC(F)(F)F)cc1
57	CC(=O)N1CCc2cc(S(=O)(=O)NCCC(=O)Nc3cccc(C)c3C)ccc21
58	O=C(/C=C/c1ccccc1)NNC(=O)C1CC1
59	Cc1ccc(CNC(=O)C(=O)NCC2OCCN2S(=O)(=O)c2ccc(C)cc2)cc1 (centres undefined)
60	COc1ccc(NC(=O)C2CCN(S(=O)(=O)c3cccc4cccnc34)CC2)cc1

Screen / compound no.,55,56,57,58,59,60
EBI2 block,-1,12,-25,-2,0,5
CCR6 antag,-1,0,7,-19,22,12
APJ antag,7,9,1,3,0,7
UBC13 polyUb,4,7,-11,14,-5,6
APJ agonist,-4,-3,2,0,-3,-3
ATG4B inhibitor,-7,-2,-3,-3,5,-15
CXCR6 block,-3,-8,-10,2,-2,1
Gli-Sufu block,-7,-5,-2,-10,-4,-2

61	Cc1ccc(C)c(-n2cc(CNCCc3cnccn3)c(-c3ccccc3)n2)c1
62	O=C(Nc1ccc(S(=O)(=O)NCc2cccnc2)cc1)c1ccccc1Cl
63	CC(C)C(=O)Nc1ccc(NC(=O)c2cccc(F)c2)cn1
64	COc1cc(-c2nnc(SCc3cc(=O)oc4cc(C)ccc34)o2)cc(OC)c1OC

Screen / compound no.,61,62,63,64
EBI2 block,-1,-20,-8,12
CCR6 antag,8,-12,-5,2
APJ antag,11,4,6,5
UBC13 polyUb,2,11,8,-5
APJ agonist,-3,-3,-5,5
ATG4B inhibitor,5,-4,9,-19
CXCR6 block,8,-5,-11,-2
Gli-Sufu block,-2,25,-29,12
